Screening results (PubChem BioAssay)
Tau fil binding: binders of human tau filaments; P10636; recombinant tau filaments, thioflavin S fluorescence, 15 h; filaments grown with octadecylsulfate alongside compound; actives 2% (n = 71,000); Potency, µM (top dose mostly 57.1 µM), inactives show at the highest dose activity change, negative = inhibition;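 further: potency means the concentration at half of the fitted maximal effect; on the % scale 0 is the no-effect control and ±100 the full control effect; actives lower thioflavin S fluorescence by blocking filaments or displacing dye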
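His-tagged recombinant human tau (exons 2, 3, 10; 1 uM final) fibrillized with 30 uM sodium octadecylsulfate, 15 h at 37 C, in pH 7.4 HEPES buffer with 10 uM thioflavine S and 5 mM DTT. Reduced ThS fluorescence (450/510 nm) marks activity.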
FLuc inh: firefly luciferase inhibition. P08659. purified firefly luciferase, luminescence, 8 min. Potency, µM (doses to about 57.1 µM), for inactives: at the highest dose activity change, negative = inhibition, most hits filed as inhibitors. actives 2.2% (n = 72,000). AID 411; further: potency means the concentration at half of the fitted maximal effect; on the % scale 0 is the no-effect control and ±100 the full control effect; nearly all actives have a fitted effect of over 40% in size
Target sequence (P08659 whole entry, looked up): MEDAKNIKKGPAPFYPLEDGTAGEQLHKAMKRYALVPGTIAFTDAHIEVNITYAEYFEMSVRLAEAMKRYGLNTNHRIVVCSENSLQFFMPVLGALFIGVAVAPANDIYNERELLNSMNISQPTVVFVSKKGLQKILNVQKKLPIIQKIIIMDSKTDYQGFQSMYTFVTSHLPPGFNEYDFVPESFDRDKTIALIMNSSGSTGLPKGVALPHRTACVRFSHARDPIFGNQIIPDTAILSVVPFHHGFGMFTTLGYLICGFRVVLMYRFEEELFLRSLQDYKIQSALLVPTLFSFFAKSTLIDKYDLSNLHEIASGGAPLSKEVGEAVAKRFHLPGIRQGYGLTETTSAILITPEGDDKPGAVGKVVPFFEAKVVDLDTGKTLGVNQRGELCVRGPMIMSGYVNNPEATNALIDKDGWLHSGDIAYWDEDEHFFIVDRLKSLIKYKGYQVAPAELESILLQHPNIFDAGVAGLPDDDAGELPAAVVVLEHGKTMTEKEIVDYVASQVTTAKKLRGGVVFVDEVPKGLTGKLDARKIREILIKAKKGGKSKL
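Luminescence read-out after 8 min at room temperature; enzyme reaction used luciferin plus 10 uM ATP (linear range) in imidazole buffer pH 7.2 with KCl, MgCl2, Tween 20 and BSA. Each sample was run as a titration.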
HADH2 inhib: blocks human hydroxyacyl-CoA dehydrogenase type II; AID 886; actives 3.4% (n = 73,000); recombinant HADH2, NADH fluorescence, beta-hydroxybutyryl-CoA; Potency, µM (series often up to 57.1 µM), without a hit: at the highest dose activity change, negative = inhibition, hits mostly inhibitors; Q99714; further: potency means the concentration at half of the fitted maximal effect; on the % scale 0 is the no-effect control and ±100 the full control effect; nearly all actives have a fitted effect of over 60% in size; many of its hits are not listed in these tables
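E. coli-expressed His-tagged HADH2 tested at 20 nM in alkaline Tris buffer (pH 9.0); oxidation of 90 uM beta-hydroxybutyryl-CoA with 1 mM NAD+ tracked fluorimetrically for 4 min.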
Caspase-7 inhib: allosteric or competitive inhibitors of human caspase-7. recombinant caspase-7, Ac-DEVD-AFC fluorescence rate. Potency, µM (series often up to 57.5 µM), for inactives: top-dose activity change, negative = inhibition, usual class: inhibitors. actives 0.02% (n = 75,000); active means well fitted inhibition curve with a large enough effect in the main read-out, with a control signal flat, not every such curve was filed as active; inconclusive means small, poorly fitted or top-dose-only effect, or a change in a side signal; further: potency means the concentration at half of the fitted maximal effect; % of control where 0% means no effect
Target sequence (P55210 24-198 limits assumed): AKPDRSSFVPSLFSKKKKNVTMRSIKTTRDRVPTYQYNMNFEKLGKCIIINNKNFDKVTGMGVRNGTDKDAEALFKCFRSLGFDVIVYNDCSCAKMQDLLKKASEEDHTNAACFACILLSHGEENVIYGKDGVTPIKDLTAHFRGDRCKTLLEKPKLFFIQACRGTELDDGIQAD
Target sequence (P55210 207-303 limits assumed): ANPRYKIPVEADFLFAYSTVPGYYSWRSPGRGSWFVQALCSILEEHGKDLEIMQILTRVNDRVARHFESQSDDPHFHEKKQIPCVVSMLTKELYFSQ
ERK AVP block: blocks ERK signaling stimulated by vasopressin | HEK293-V1b, vasopressin-stimulated pERK AlphaScreen | Potency, µM (doses to about 57.5 µM), without a hit: at the highest dose activity, negative = inhibition, hits mostly inhibitors | actives 0.99% (n = 72,000) | AID 995; further: potency means the concentration at half of the fitted maximal effect; on the % scale 0 is the no-effect control and ±100 the full control effect; nearly all actives have a fitted effect of over 55% in size
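HEK293 cells stably expressing V1b receptor, seeded overnight in 1% FBS, were treated with compounds for 30 min at 37C, then stimulated 5 min with 25 nM vasopressin; phospho-ERK read by AlphaScreen SureFire after lysis.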
TexasRed autofl: compound fluoresces in the Texas Red spectral region; Compound fluorescence, Texas Red channel, 547/618 nm; hits give high values; max dye-equivalent concentration, M; actives 0.06% (n = 59,000); AID 587; in the data active means max dye-equivalent concentration above about 10 nM; inconclusive means between about 1.1 nM and that limit
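Texas Red-region profiling: compounds in 100 mM Tris pH 8.0 were read at 547/618 nm after 15 min at room temperature. Intensities were normalized against a six-point Texas Red standard series to give dye-equivalent concentration.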
HEK293 cAMP ctrl: parental HEK293 cAMP activation (counter-screen) | parental HEK293 CNG cAMP sensor, membrane potential fluorescence | Potency, µM (doses to about 57.1 µM), for inactives: top-dose activation, hits mostly activators | actives 2.5% (n = 73,000); further: potency means the concentration at half of the fitted maximal effect; % of control where 0% means no effect; nearly all actives have a fitted effect of over 55% in size
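Parental HEK 293 cells stably expressing a cAMP-gated CNG channel were loaded with membrane potential dye containing 100 uM RO 20-1724 for 60 min. Compound added for 30 min; depolarization read as fluorescence intensity at 590 nm.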
USP2a inhib: USP2a (human) protease inhibition; O75604; USP2a enzymatic assay, qHTS inhibition; Potency, µM (top dose mostly 38.3 µM), for inactives: top-dose activity change, negative = inhibition, usual class: inhibitors; actives 0.1% (n = 60,000); AID 927;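 further: potency means the concentration at half of the fitted maximal effect; nearly all actives have a fitted effect of over 60% in size; plate controls were DMSO for no effect and NEM full inhibition control for full effect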
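20 nM USP2 core + cpd, 30 min RT; add 20 nM Ub-PLA2/20 uM NBD C6-HPC; read Ex460/Em535 at 0 h and 2.5 h. Normalized to NEM; qHTS curve fit/classification.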
Fluorescein fluor: fluorescein region autofluorescence; max fluorescein-equivalent concentration, M; Compound autofluorescence, 480/540 nm, fluorescein-equivalent; hits give high values; actives 0.91% (n = 59,000); AID 593; in the data active means max fluorescein-equivalent concentration above about 10 nM; inconclusive means between about 1.1 nM and that limit
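Normalized response (dye-equivalent concentration) derives from comparing each well's 540 nm emission, under 480 nm excitation, with plate-resident fluorescein standards. Compounds were held in 100 mM Tris, pH 8.0, for 15 min at room temperature.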
Rhodamine fluor: compound fluoresces in the rhodamine spectral region; Rhodamine-region fluorescence, 547/598 nm, Tris buffer; hits give high values; actives 0.05% (n = 59,000); max dye-equivalent concentration, M; in the data active means max dye-equivalent concentration above about 11 nM; inconclusive means between about 1.1 nM and that limit
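Read-out is relative fluorescence at 547 nm excitation and 598 nm emission, expressed as dye-equivalent concentration using rhodamine standards on every plate. Each compound was profiled across a concentration series after 15 min in 100 mM Tris, pH 8.0.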
Casp1 inh: blocks human caspase-1 allosterically or competitively | Caspase-1 enzyme, Ac-WEHD-AFC fluorogenic rate | Potency, µM (top dose mostly 57.5 µM), inactives show at the top dose activity change, negative = inhibition, actives largely listed as inhibitors | actives 0.03% (n = 75,000) | P29466;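 further: potency means the concentration at half of the fitted maximal effect; plate controls were vehicle for no effect and no substrate for full effect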
Active calls of the source: *; i = inactive; ? = inconclusive; / = not tested or not shown; [ ] = another dose, or the depositor's remark. Unless noted, the call rests on the fitted dose curve; in most records, active means well fitted curve in the direction sought with a large enough effect; inconclusive means small, poorly fitted or top-dose-only effect, or another doubt; inactive means no such curve, though single readings can be large; an effect the other way counts as inactive or inconclusive.

No.	SMILES	Fluorescein fluor	HEK293 cAMP ctrl	Tau fil binding	Casp1 inh	HADH2 inhib	TexasRed autofl	USP2a inhib	Caspase-7 inhib	ERK AVP block	Rhodamine fluor	FLuc inh
1	O=C(c1cccc(F)c1)N1CCN(CC2CC3C=CC2C3)CC1 (configuration not stated)	?	4%	1%	-2%	3%	?	5%	-4%	16%	i	1%
2	Cc1[nH]c2ccc(CNS(=O)(=O)c3ccc(S(=O)(=O)N4CCOCC4)cc3)cc2c1C	i	-27%	-12%	-3%	-2%	i	28%	-4%	-24%	i	2%
3	O=C(Nc1ccc2c(c1)OCCO2)C1CCN(S(=O)(=O)c2cccc3nsnc23)CC1	i	-7%	0%	2%	4%	i	1%	-1%	10%	i	2%
4	CCN(CC)CCCn1c(C)cc2c(c1=O)C(c1cc(OC)c(OC)cc1OC)C(C#N)=C(N)O2 (configuration not stated)	i	2%	-4%	0%	11%	?	2%	-1%	-14%	i	1%
5	CCOC(=O)COn1c(=O)c(-c2cccs2)[n+]([O-])c2ccccc21	1.3e-08M*	-26%	?	?	22%	i	29%	?	-6%	i	-8%
6	CCc1nc2sc3c(c2c(=O)n1N)CCC3	i	14%	5%	-2%	-4%	i	7%	1%	?	i	3%
7	O=C(Cc1c[nH]c2ccccc12)Nc1nc2ccccc2[nH]1	i	-1%	?	-1%	56%[activator]	i	23%	-3%	-1%	i	-10%
8	N#Cc1sc2nc3c(c(-c4ccco4)c2c1N)CCCC3	?	23%	3.2µM*	-15%	-19%	i	-10%	-13%	80%[activator]	i	0%
9	CCCn1cnc2c(SCc3ccc(Cl)cc3)nc(N)nc21	i	-7%[11.4 µM]	-2%[11.4 µM]	2%[11.5 µM]	4%[11.4 µM]	i	/	2%[11.5 µM]	-18%[11.5 µM]	i	0%[11.4 µM]
10	O=c1c(C(c2nnnn2C2CCCCC2)N2CCCCC2)coc2ccc(Cl)cc12 (configuration not stated)	?	9%	10%	1%	-10%	i	-3%	8%	4%	i	6%
11	CCCn1c(NCc2cc(C)ccc2O)nc2ccccc21	/	0%	16%	-3%	9%	/	5%	0%	-22%	/	-2%
12	COc1ccc2[nH]c3ccccc3c2c1	?	7%	-7%	1%	15%	?	3%	-1%	22%	i	-8%
13	COc1ccc(N2CCN(C(=O)CCNS(=O)(=O)c3ccc(Br)s3)CC2)cc1	i	-2%	?	1%	-10%	?	3%	-1%	-16%	i	2%
14	COc1ccccc1OC[C@H](O)CN1CCN(CC(=O)Nc2c(C)cccc2C)CC1	i	?	-6%	-1%	13%	?	4%	2%	-15%	i	0%
15	COc1ccc(C)cc1N(CC(N)=O)S(=O)(=O)c1ccc(C)cc1	/	0%[11.4 µM]	18%[11.4 µM]	-2%	-1%[11.4 µM]	/	6%[7.66 µM]	0%	-11%	/	0%
16	COC(=O)Cc1cnc(NC(=O)C2C3CCC(C3)C2C(=O)O)s1 (configuration not stated)	?	14%	-14%	-1%	-8%	i	3%	-2%	-2%	i	-1%
17	CCOC(=O)C1(Cc2ccccc2)NC(c2ccccc2F)C2C(=O)N(CC)C(=O)C21 (configuration not stated)	i	?	-11%	-2%	19%	i	6%	1%	6%	i	1%
18	COc1ccc(-n2c(=O)cc(N3CCN(c4ccccc4)CC3)[nH]c2=O)cc1	i	4%	0%	2%	-20%	i	-8%	-1%	0%	i	0%
19	CC1(C)CC(=O)C2=C(C1)NC(=O)CC2c1cc(F)ccc1F (configuration not stated)	?	8%	8%	0%	-10%	i	6%	1%	12%	i	-1%
20	[O-]/[N+](=C\c1ccc(OC(F)F)cc1)c1ccccc1	/	-3%	-13%	0%	-30%	/	4%	0%	14%	/	?
21	CCOC(=O)CCN(Cc1cccs1)S(=O)(=O)c1ccc(F)cc1	i	13µM*	1%	-2%	11%	?	8%	0%	0%	i	2%
22	O=C(C1CCCN1C(=O)c1cccs1)N1CCc2ccccc21 (configuration not stated)	?	6%	-9%	0%	0%	?	15%	-2%	3%	i	-1%
23	O=C(Cn1nc(C(F)(F)F)c2c1CCCCC2)N1CCOCC1	i	8%	6%	-1%	11%	i	6%	2%	-29%	i	-1%
24	CCn1c(=N)n(CC(=O)c2ccco2)c2ccccc21	?	6%	-14%	-4%	-7%	i	-4%	-1%	-9%	i	-1%
25	COCCNC(=O)c1ccc(NS(=O)(=O)c2cc(C)ccc2C)cc1	?	1%	11%	0%	-6%	i	-2%	-1%	-17%	i	-2%
26	COc1cc(NC(=O)c2ccc(Br)o2)ccc1NC(=O)c1ccccc1Cl	?	9%	1%	-2%	-2%	?	51%[activator]	-3%	-5%	i	-6%
27	O=C(NC1CCCc2ccccc21)C1CCN(S(=O)(=O)c2cccc3nsnc23)CC1 (configuration not stated)	i	28%	-33%	-1%	9%	i	11%	1%	-15%	i	2%
28	Cc1cc2ncn(S(=O)(=O)N3CCCCC3)c2cc1C	?	?	-26%	-2%	0%	i	-10%	-1%	14%	i	1%
29	O=C1CCC(C(=O)N(Cc2ccco2)C2(C(=O)NC3CCCC3)CCCCC2)N1 (configuration not stated)	i	?	-8%	0%	1%	?	1%	0%	21%	i	0%
30	O=C(CCC(=O)N1CCc2ccccc21)Nc1ccccc1	i	0%	-11%	-2%	?	i	13%	-1%	-8%	i	-1%

Some of the entries above, set out differently.
Second line of a record – Fluorescein fluor | HEK293 cAMP ctrl | Tau fil binding | Casp1 inh | HADH2 inhib | TexasRed autofl | USP2a inhib | Caspase-7 inhib | ERK AVP block | Rhodamine fluor | FLuc inh
11. CCCn1c(NCc2cc(C)ccc2O)nc2ccccc21
    / | 0% | 16% | -3% | 9% | / | 5% | 0% | -22% | / | -2%
12. COc1ccc2[nH]c3ccccc3c2c1
    ? | 7% | -7% | 1% | 15% | ? | 3% | -1% | 22% | i | -8%
13. COc1ccc(N2CCN(C(=O)CCNS(=O)(=O)c3ccc(Br)s3)CC2)cc1
    i | -2% | ? | 1% | -10% | ? | 3% | -1% | -16% | i | 2%
14. COc1ccccc1OC[C@H](O)CN1CCN(CC(=O)Nc2c(C)cccc2C)CC1
    i | ? | -6% | -1% | 13% | ? | 4% | 2% | -15% | i | 0%
15. COc1ccc(C)cc1N(CC(N)=O)S(=O)(=O)c1ccc(C)cc1
    / | 0%[11.4 µM] | 18%[11.4 µM] | -2% | -1%[11.4 µM] | / | 6%[7.66 µM] | 0% | -11% | / | 0%
16. COC(=O)Cc1cnc(NC(=O)C2C3CCC(C3)C2C(=O)O)s1 (configuration not stated)
    ? | 14% | -14% | -1% | -8% | i | 3% | -2% | -2% | i | -1%
17. CCOC(=O)C1(Cc2ccccc2)NC(c2ccccc2F)C2C(=O)N(CC)C(=O)C21 (configuration not stated)
    i | ? | -11% | -2% | 19% | i | 6% | 1% | 6% | i | 1%

Following part
No.	SMILES	Fluorescein fluor	HEK293 cAMP ctrl	Tau fil binding	Casp1 inh	HADH2 inhib	TexasRed autofl	USP2a inhib	Caspase-7 inhib	ERK AVP block	Rhodamine fluor	FLuc inh
31	CC(C)C(=O)Nc1ccc(C(=O)N2CCN(C(=O)c3ccco3)CC2)cc1	i	?	3%	1%	3%	i	-3%	1%	21%	i	3%
32	Cc1nn(-c2ccccc2)c2c1C(O)n1c(nc3ccccc31)S2 (configuration not stated)	?	-1%	392%	-1%	22%	i	7%	-2%	-5%	i	0%
33	COc1cc2c(C(=O)N3CCN(C)CC3)c(C)oc2cc1Br	?	7%	8%	0%	3%	i	5%	0%	-1%	i	-3%
34	COC(=O)C(CC(C)C)Oc1ccc2c(C)cc(=O)oc2c1 (configuration not stated)	/	11%	-17%	4%	?	/	-8%	-2%	51%[activator]	/	2%
35	COc1ccccc1NC1=NC(c2ccc(Cl)cc2)N=C(N)N1 (configuration not stated)	?	29%	2%	1%	9%	i	-6%	-2%	4%	i	1%
36	CCOC(=O)N1CCC(NC(=O)c2ccc3c(=O)n4c(nc3c2)CCCC4)CC1	?	13%	-6%	0%	7%	i	-1%	-1%	-28%	i	2%
37	CCC(=O)Nc1c2c(nn1-c1ccccc1C)CSC2	i	15%	11%	0%	-3%	i	3%	1%	5%	i	1%
38	CCN1C(=S)SC(=O)C1=C1C=C(C)N(CCO)C(C)=C1	?	4%[2.29 µM]	403%	-15%	?	i	-10%	-13%	-27%	i	?
39	Cc1nn(CC(=O)NC(C)c2ccccc2)c(=O)c2ccccc12 (configuration not stated)	i	14%	-12%	-2%	-12%	i	7%	-1%	-6%	i	5%

A portion of the library (hit frequency here may not be typical).
